Screening data: PubChem, National Center for Advancing Translational Sciences (NCATS)
ATXN2 expr inh: Primary qHTS for Inhibitors of ATXN expression; 360,000 compounds, 0.72% hits; Potency, µM (highest dose often 57 µM), for inactives: at the top dose activity change, negative = inhibition, most hits filed as inhibitors; HEK-293 ATXN2-luciferase reporter, luminescence, 24 h; also: potency is read from the fitted curve at half-maximal effect; % is scaled to controls: 0 for no effect and ±100 for the full control effect; nearly all actives have a fitted effect of over 55% in size
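ATXN2-luciferase reporter cells (luciferase flanked by upstream and downstream ATXN2 gene portions) were treated 24 h at 37 °C with compounds at up to 57 uM. SteadyGlo luminescence gave expression; GF-AFC fluorescence gave viability.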
WRN inhibitor: qHTS for Inhibitors of WRN Helicase | Potency, µM (titrated, usually from 114 µM), for the others: top-dose activity change, negative = inhibition, hits mostly inhibitors | AID 651768, 2012 | WRN helicase unwinding, fluorescent forked duplex, kinetic | Bifunctional 3'-5' exonuclease/ATP-dependent helicase WRN (Homo sapiens), Q14191 | 360,000 compounds, 0.46% hits; also: potency is read from the fitted curve at half-maximal effect; % is scaled to controls: 0 for no effect and ±100 for the full control effect; nearly all actives have a fitted effect of over 55% in size
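Screening of the MLSMR collection measured strand separation of a quenched forked DNA duplex (100 nM) by 20 nM WRN with 2 mM ATP, all final. Compounds were preincubated with enzyme 15 min at room temperature.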
HT1080-NT tox: qHTS for induction of synthetic lethality in tumor cells producing 2HG: qHTS for the HT-1080-NT fibrosarcoma cell line | HT-1080-NT fibrosarcoma viability, CellTiter-Glo ATP luminescence, 48 h | Potency, µM (titrated, usually from 46.1 µM), for the others: at the highest dose activity, negative = less viability, actives largely listed as cytotoxic | AID 686970, 2013 | 360,000 compounds, 1.6% hits;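 also: NT is the 2HG producing partner of a matched IDH1 knockdown line; potency is read from the fitted curve at half-maximal effect; 0% = DMSO-treated cells and -100% = media-only wells without cells; nearly all actives have a fitted effect of over 55% in size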
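A 48-hour cytotoxicity screen used HT-1080-NT cells plated 2 hours before compound delivery. ATP-based CellTiter-Glo luminescence measured viability, normalized to DMSO and no-cell controls.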
KB-V1 MDR tox: qHTS assay for MDR1-selective chemotherapeutics: Primary screen using the drug-selected MDR subline cells KB-V1. KB-V1 MDR cells viability, CellTiter-Glo, 72 h. Potency, µM (highest dose often 46.1 µM), without a hit: top-dose activity change, negative = cytotoxicity, usual class: cytotoxic. 400,000 compounds, 3.4% hits. AID 1347076, 2019; also: potency is read from the fitted curve at half-maximal effect; % is scaled to controls: 0 for no effect and ±100 for the full control effect; nearly all actives have a fitted effect of over 60% in size
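KB-V1 cells (P-gp-expressing MDR subline of KB-3-1) in phenol-red-free DMEM with 10% FBS were exposed to library compounds over a concentration series for 72 h at 37 degrees C. Viability read by CellTiter-Glo luminescence; concentration-effect curves fitted after normalization.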
IL-1B inflam inh: qHTS for Inhibitors of Inflammasome Signaling: IL-1-beta AlphaLISA Primary Screen; 360,000 compounds, 4.7% hits; activity change, % at 57.5 µM; THP-1 LPS/ATP IL-1B secretion, AlphaLISA, 16 h; active compounds read low; in the data active = activity change below about -50%; inconclusive = mostly about -30% to -49%; also: % is scaled to controls: 0 for no effect and ±100 for the full control effect
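Secreted IL-1B measured by AlphaLISA bead assay after 16 h compound exposure of THP-1 cells; compounds (final up to 57.5 uM) added 1 h before LPS (250 ng/mL) and ATP (1.25 mM) stimulation; lower signal means less secretion.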
SW480 rereplic: A quantitative high throughput screen for small molecules that induce DNA re-replication in SW480 colon adenocarcinoma cells. SW480 DNA re-replication, Hoechst DNA content imaging, 48 h. 340,000 compounds, 1.8% hits. Potency, µM (highest dose often 46.1 µM), for inactives: at the highest dose re-replication activation, hits mostly activators; also: potency is read from the fitted curve at half-maximal effect; % of control where 0% means no effect; nearly all actives have a fitted effect of over 55% in size
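Compounds, transferred as 23 nL by pin tool, were incubated with cells for 48 hr; DNA content per nucleus was then quantified by Hoechst staining and fluorescence plate imaging.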
MCF10A rereplic: A quantitative high throughput screen for small molecules that induce DNA re-replication in MCF 10a normal breast cells. MCF 10A DNA re-replication, Hoechst nuclear intensity, 48 h. Potency, µM (top dose mostly 46.1 µM), for the others: at the highest dose activity, positive = re-replication, most hits filed as activators. 350,000 compounds, 2.9% hits; also: potency is read from the fitted curve at half-maximal effect; % of control where 0% means no effect; nearly all actives have a fitted effect of over 50% in size
HT1080 IDH1KD tx: qHTS for induction of synthetic lethality in tumor cells producing 2HG: qHTS for the HT-1080-IDH1KD cell line; 360,000 compounds, 2% hits; HT-1080 IDH1 knockdown viability, ATP luminescence, 48 h; Potency, µM (highest dose often 46.1 µM), without a hit: top-dose activity, negative = toxicity, usual class: cytotoxic;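 also: potency is read from the fitted curve at half-maximal effect; 0% = DMSO wells and -100% = cell-free medium wells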
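Luminescent ATP read-out (CellTiter-Glo, 10 min at room temperature) after 48 h compound exposure at 37 °C gave viability of IDH1-knockdown HT-1080 cells. Activity was normalised to DMSO and cell-free wells, then fitted as concentration-response curves.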
KB-3-1 tox: qHTS assay for MDR1-selective chemotherapeutics: Primary screen using the parental adenocarcinoma cell KB-3-1; KB-3-1 viability, CellTiter-Glo ATP luminescence, 72 h; Potency, µM (highest dose often 46.1 µM), for the others: top-dose activity change, negative = cytotoxic, hits mostly cytotoxic; 400,000 compounds, 1.4% hits; AID 1347075, 2019; also: potency is read from the fitted curve at half-maximal effect; % is scaled to controls: 0 for no effect and ±100 for the full control effect; nearly all actives have a fitted effect of over 60% in size
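Cells are dispensed, compounds pinned in, plates held at 37 °C for 72 h, then CellTiter-Glo is added and luminescence read after 10 minutes. Cell line: parental KB-3-1 in phenol-red-free DMEM, 10% FBS.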
* marks the source's active call; other numbers are inactive results; ? = inconclusive; nt = no result given; & = joins results of further samples; [ ] = remark or other dose. Unless noted, calls follow the shape of the dose curve; as a rule, active = well fitted curve in the direction sought with a large enough effect; inconclusive = small, poorly fitted or top-dose-only effect, or another doubt; inactive = no such curve, though single readings can be large; an effect the other way counts as inactive or inconclusive.

item	Structure	ATXN2 expr inh	WRN inhibitor	HT1080-NT tox	KB-V1 MDR tox	IL-1B inflam inh	SW480 rereplic	MCF10A rereplic	HT1080 IDH1KD tx	KB-3-1 tox
1	O=C1CCCC2=C1C1c3ccccc3C(=O)N1c1ccc(C(=O)c3ccccc3)cc1N2 (stereo not drawn)	-25%	7%	?	?	-71*	0%[9.22 µM]	?	?	?
2	O=C(c1cccc(Br)c1)N1CCN(S(=O)(=O)N2CCOCC2)CC1	5%	4%	5%	3%	21	-6%	-17%	6%	-5%
3	O=C(NC1CCCCCC1)c1ccc(CS(=O)(=O)Cc2ccccc2F)o1	3%	0%[57.1 µM]	6%	-11%	13	-10%	6%	0%	-1%
4	COc1cccc(CC(NC(C)=O)C(=O)NC2CCN(S(=O)(=O)c3ccc(NC(C)=O)cc3)CC2)c1 (stereo not drawn)	-25%	2%	-1%	11%	-8	?	-33%[inhibitor]	-2%	?
5	COc1ccc(CN(C)C(=O)/C=C/c2ccc(S(=O)(=O)N3CCCCCC3)cc2)cc1	-6%	-11%	-11%	3.3µM*	?	17%	?	-7%	?
6	Cc1ccc(NC(=O)CN(C)CC(=O)Nc2ccc(N3CCOCC3)cc2)c([N+](=O)[O-])c1	-6%	-7%	4%	-4%	12	1%	2%	4%	18%
7	CC1CN(c2nc3ccccc3cc2-c2ccccc2)CC(C)O1 (stereo not drawn)	2%	-3%	-21%	-2%	34	-1%	21µM*	-13%	13%
8	COc1cc(/C=C2\C(=N)N3N=C(S(C)(=O)=O)SC3=NC2=O)ccc1OC(=O)c1ccco1	nt	-20%	13%	9%	4	25%	-5%	4%	3%
9	CCCCCSc1nnc2c(n1)OC(c1cccn1C)N(C(C)=O)c1ccccc1-2 (stereo not drawn)	-3%	-24%	5%	0%	-74*	0%	10%	0%	2%
10	CCC(=O)O[C@]1(C(=O)CCl)[C@@H](C)C[C@H]2[C@@H]3CCC4=CC(=O)C=C[C@]4(C)[C@@]3(F)[C@@H](O)C[C@@]21C	-6%&-4%&-12%	-7%	-26%	?	nt	17%&-1%	?	2%	0%
11	COc1ccc(CN2CCNC(=O)C2CC(=O)N2CCCN(C(C)=O)CC2)cc1OC (stereo not drawn)	3%	2%[57.1 µM]	10%	-1%	10	-1%	1%	9%	-25%
12	CN(CC(=O)Nc1ccccc1Cl)C(=O)CSc1ncc(C(F)(F)F)cc1Cl	0%	-8%	8%	?	-9	nt	0%	6%	-4%
13	CCCCNc1ncnc2c1cnn2Cc1ccc(Cl)cc1	-24%	-7%	?	-29%	-1	?	?	?	?
14	O=C(c1c(F)cccc1F)N1CCN(c2ccccc2F)CC1	-10%	-1%	-3%	?	-9	-3%	9%	-18%	-10%
15	COC(=O)c1sc(NC(=O)CSc2nnc(C(C)C)n2C)nc1C	-2%	-13%	9%	11%	5	-4%	-1%	8%	4%
16	COc1cccc(-c2nc3c(c(SCC(=O)N4CCOCC4)n2)Cc2c(CO)cnc(C)c2O3)c1	-29%	-25%	-13%	0%	-14	-7%	-1%	-21%	0%
17	CCN(CC)S(=O)(=O)c1cc(NC(=O)C2CCN(c3ncnc4sc(C)c(C)c34)CC2)ccc1Cl	11µM*	-19%	?	?	-28	9%	?	-26%	0%
18	CCOc1ccc(C(=O)Nc2ccc3c(c2)OCCO3)cc1	-20%	-1%	-16%	6%	-16	-6%	1%	-23%	0%
19	CCc1nnc(NC(=O)c2ccc(S(=O)(=O)N3CCCCC3)cc2)s1	-11%	4%	16%	-23%	-7	-4%	?	15%	-5%
20	CC(C)NC(=O)C1CCN(C(=O)c2cc3sccc3n2Cc2ccc(F)cc2)CC1	?	-19%[57.1 µM]	-25%	6.5µM*	-81*	3%	-9%	5%[9.24 µM]	18µM*
21	O=C(/C=C/c1ccc(Cl)cc1)N1CCN(c2ccccn2)CC1	1%	-26%[57.1 µM]	-3%	?	-13	3%	-40%[inhibitor]	-6%	?
22	COc1ccc(CCNC(=O)c2cc([C@@H](NC(=O)OC(C)(C)C)C(C)C)sc2N)cc1OC	nt	4%	-3%	?	?	nt	nt	-1%	0%
23	Cn1c(SCC(=O)c2ccccc2)ncc(C(=O)Nc2ccccc2)c1=O	-2%	-11%	-2%	-14%	15	-2%	4%	-8%	2%
24	Cc1c(Cc2ccccc2)c(=O)oc2c(C)c(OCC(=O)N[C@@H](Cc3ccccc3)C(=O)O)ccc12	6%	-11%[11.6 µM]	8%	0%	18	?	4%	3%	0%
25	CC(=O)Nc1ccc(NC(=O)C2(C)CC2(Cl)Cl)cc1 (stereo not drawn)	-11%	3%	9%	15%	-3	-9%	-2%	7%	15%
26	O=C(O)c1ccc(-c2nc(-c3ccccc3Cl)cs2)cc1	41%[activator]	-7%	-24%	0%	37	-4%	3%	-16%	-22%
27	CCOc1cc(C2CC(=O)N3CN(C4CCCCC4)CSC3=C2C#N)ccc1O (stereo not drawn)	2%	6%	15%	15%&4%	23	-1%	-2%	8%	0%&6%
28	CC(/C=N/NC(=O)c1cc(-c2ccc(C)o2)[nH]n1)=C\c1ccccc1	nt	-13%	-13%	-1%	-4	18µM*	23µM*	-5%	1%
29	CC1(CC(=O)N/N=C/c2ccc(-c3ccc(C(=O)O)cc3)o2)OCCO1	0%	-6%	-4%	4%	7	5%	?	?	12%
30	CC(C)Cn1c(SCC(=O)N(C)C2CCS(=O)(=O)C2)nc2cc(Cl)ccc2c1=O (stereo not drawn)	-3%	-4%	-2%	-16%	-27	-2%	3%	3%	2%
31	Cc1ccc(-n2c(SCc3ccc(C(=O)O)cc3)nnc2-c2ccncc2)cc1	5%	2%	-11%	-13%	14	-6%	-5%	7%	-4%
32	O=C(CCNC(=O)N1CC(=O)Nc2ccccc21)Nc1ccc(Cl)cc1	-4%	5%	-8%	4%	5	14%	-2%	0%	7%
33	O=C(O)C1CCCN1c1ncnc2ccccc12 (stereo not drawn)	7%	-2%	0%	-6%	23	1%	-6%	8%	1%
34	COc1ccc(CC(NC(C)=O)C(=O)NC2CCN(C(=O)c3cccc(Cl)c3)CC2)cc1OC (stereo not drawn)	11%	10%	?	-5%	-6	-11%	-2%	10%	7%
35	C[C@H](CO)N1C[C@H](C)[C@@H](CN(C)C(=O)NC2CCCCC2)Oc2c(NS(=O)(=O)c3ccccc3)cccc2C1=O	0%	-8%	16%	0%	3	-1%	15%	0%	2%
36	COc1ccc(C(=O)N/C(=C\c2cn(C)c3ccccc23)C(=O)NCCCN2CCOCC2)cc1OC	12%	1%	-2%	9%	-15	-2%	-1%	3%	1%
37	CCCC(=O)Nc1cc(S(=O)(=O)N2CCCCC2)ccc1N1CCOCC1	nt	-1%	2%	5%	19	3%	2%	-6%	-1%
38	O=C1c2cccnc2C(Nc2ccc(Cl)cc2)N1Cc1cccs1 (stereo not drawn)	-13%[11.3 µM]	-29%[57.1 µM]	-14%	?	-9	-6%	-4%	-9%	4%
39	O=C(NC1CCN(c2ncccn2)CC1)c1ccccc1Cl	nt	3%	5%	-2%	-12	0%	20%	-1%	-1%
40	CC(C)c1ccccc1NC(=O)COC(=O)c1cc([N+](=O)[O-])ccc1N1CCOCC1	-23%	-1%	-14%	-6%	-19	-38%[inhibitor]	?	-4%	-6%
41	Cn1nnc2cc(C(=O)NC(C)(C)C)ccc21	-5%	11%	-1%	1%	31	1%	3%	6%	-5%
42	COC(=O)[C@]12CCCCC=C1N(Cc1ccc(Cl)cc1Cl)C(=O)[C@H](CC(=O)NCc1ccc(C)o1)C2	-24%	-18%	?	0%	-20	nt	nt	?	-2%
43	COc1cc(OC)c(NS(=O)(=O)c2cc(C(=O)OC(C)C(=O)NC3CC3)c(Cl)cc2Cl)cc1Cl (stereo not drawn)	0%	-5%	2%	6%	-11	1%&1%	?	7%	1%
44	Cc1cccc(N(C(=O)C(F)(F)F)C(C(=O)NC2CCCCC2)c2cccs2)c1 (stereo not drawn)	-1%	8%	-1%	0%	13	?	?	-19%	0%
45	Cc1ccc(S(=O)(=O)N2CCCCC2C(=O)Nc2ccc(N(C)C)cc2)cc1 (stereo not drawn)	-3%	12%	-13%	1%	-29	2%	8%	0%	4%
46	O=C(CC1CC1)N[C@@H]1CC[C@@H](CCNS(=O)(=O)c2ccc(F)cc2)O[C@@H]1CO	nt	-4%	18%	-1%	96	nt	nt	13%	4%
47	CCN(Cc1ccccc1)C(=O)C(=O)c1cn(CC(=O)N2CCCC2)c2ccccc12	-21%	-1%	-11%	-12%	-7	19%	0%	-3%	7%
48	COc1cc(OC)cc(C(=O)NNC(=O)CCNC(=O)c2ccc(Br)cc2)c1	2%	7%	-1%	17%	1	-39%[inhibitor]	-1%	0%	-3%
49	O=C(Nc1nc2c(s1)CCCC2)Oc1ccccc1	6%	0%	8%	0%	9	1%	1%	14%	11%
50	COc1ccc(/C=C/C(=O)NC(=S)NNC(=O)c2cnccn2)cc1	14µM*	-11%	?	?	125	6%	-5%	?	?
51	Cc1ccc(N2C(=S)N=C(Nc3ccccc3C)C23CCOC(C)(C)C3)cc1 (stereo not drawn)	-1%	-7%	-23%	-3%	-2	18%	4%	-28%	3%
